Screening results as filed in PubChem.
HSP90 refold inh = inhibitors of HSP90 luciferase refolding in rabbit reticulocyte lysate; inhibition, % at 5.6 µM; 0.91% of 290,000 active; luciferase refolding luminescence, 3 h; AID 1789;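 active means inhibition above the screen-wide mean plus 3 SD, computed separately per campaign, cut at about 16% in these data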;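 further: 0% = DMSO wells and 100% = 60 µM geldanamycin wells; inhibitors lower the luminescence because luciferase stays unfolded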
GSK3A inh = blocks human GSK-3 alpha kinase | P49840 | ADP-Glo luminescence, 60 min | inhibition, % at 10 µM | 0.1% of 320,000 active | AID 2650;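 in the data active means inhibition above about 50%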;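 further: GST-tagged GSK-3 alpha with peptide substrate and 25 µM ATP; 0% = DMSO neutral wells and 100% = GW8510 positive control wells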
Target sequence (P49840 whole entry, looked up): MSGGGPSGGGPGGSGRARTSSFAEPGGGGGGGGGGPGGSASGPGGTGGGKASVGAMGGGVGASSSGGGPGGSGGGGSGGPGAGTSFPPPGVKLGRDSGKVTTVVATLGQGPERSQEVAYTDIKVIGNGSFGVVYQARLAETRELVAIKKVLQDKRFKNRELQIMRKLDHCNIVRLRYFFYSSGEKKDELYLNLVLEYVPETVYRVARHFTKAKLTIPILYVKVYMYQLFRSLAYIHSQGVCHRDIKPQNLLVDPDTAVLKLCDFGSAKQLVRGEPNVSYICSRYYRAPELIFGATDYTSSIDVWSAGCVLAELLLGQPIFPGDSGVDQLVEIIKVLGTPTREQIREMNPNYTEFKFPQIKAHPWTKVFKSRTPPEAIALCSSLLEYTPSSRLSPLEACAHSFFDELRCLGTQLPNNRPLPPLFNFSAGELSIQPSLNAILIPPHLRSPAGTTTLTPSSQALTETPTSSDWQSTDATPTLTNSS
HSF-1 act = increases HSF-1 driven luciferase reporter signal; AID 504408; 1.7% of 300,000 active; activation, % at 9 µM; NIH3T3-HGL HSF-1 luciferase reporter, MG132, 8 h; 100% = twice DMSO control signal;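 active means mean replicate activation of at least 50% with a set share of replicates each reaching 50%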;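 further: 0% = median of the neutral control wells and 100% = twice that signal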
AI-2 QS mod = Vibrio harveyi AI-2 quorum sensing modulation; Vibrio harveyi JMH597 AI-2 luminescence/OD600 ratio, 9 h; active compounds read low; strain lacks LuxN and CqsS sensors; 0 = neutral-control median; activity change, % at 7.5 µM; 0.4% of 300,000 active; AID 2094; in the data active means activity change below about -75%, passing the limit was not always enough;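 further: luminescence divided by OD600 gain over 9 h not by final OD600 alone; inactives centre near 13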
HSF1 inh = HSF1 inhibition; activity change, negative = inhibition, % at 7.5 µM (by protocol); 0.77% of 300,000 active; NIH3T3-HGL HSE-luciferase, MG132-induced, luminescence 8 h; active compounds read low; AID 2098;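 active means more than half of replicate wells show activity change below -50%, luminescence cut by over half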;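 further: luciferase reports HSF-1 transcriptional activity via heat shock element; 0% = median of DMSO wells and -100% = zero luminescence signal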
HIF activator = HIF pathway transcriptional activation; activation, % at 7.5 µM (by protocol); 0.32% of 300,000 active; U2OS HRE-luciferase reporter, luminescence; normalized: DMSO 0%, desferrioxamine 100%;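 active means mean activation of at least 10% of the iron chelator positive control signal, with at least half of replicates also reaching 10%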
IEC-6 cytotox = IEC-6 cytotoxicity, counter-screen for KLF5 inhibitors; luminescence viability; inhibition, % at 5 µM; 0.78% of 290,000 active; AID 1825; in the data active means inhibition above about 22%;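 further: 0% = plate median of test compound wells and 100% = cytotoxic reference compound wells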
GSK3B inh = blocks human GSK3beta kinase activity | P49841 | GST-GSK3beta kinase, ADP-Glo luminescence, 60 min; active compounds read low | activity score (negative = inhibition), % at 10 µM | 0.038% of 300,000 active | AID 2097;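 active means more than half of replicate wells score below -50%, meaning over 50% inhibition versus plate controls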;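 further: 0% = median DMSO wells and -100% = median GW8510 positive control wells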
Target sequence (P49841 whole entry, looked up): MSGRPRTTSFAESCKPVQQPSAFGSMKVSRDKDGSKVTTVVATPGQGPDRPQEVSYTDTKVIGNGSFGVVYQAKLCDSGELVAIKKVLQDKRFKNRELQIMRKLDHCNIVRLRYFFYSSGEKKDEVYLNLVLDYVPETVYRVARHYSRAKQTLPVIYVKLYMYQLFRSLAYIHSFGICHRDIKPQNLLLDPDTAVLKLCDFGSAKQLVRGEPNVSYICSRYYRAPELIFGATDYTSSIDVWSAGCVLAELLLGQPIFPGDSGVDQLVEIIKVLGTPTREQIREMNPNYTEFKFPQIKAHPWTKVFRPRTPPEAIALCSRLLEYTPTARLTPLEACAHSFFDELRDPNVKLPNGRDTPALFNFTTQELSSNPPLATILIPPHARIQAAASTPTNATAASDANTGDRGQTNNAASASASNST
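Test system – GST-tagged human GSK3beta kinase, cell-free · Incubation – 60 min enzyme reaction, room temperature · Signal – ADP-Glo luminescence · Also added – peptide substrate and ATP at 25 µM · Controls – DMSO neutral wells and GW8510 at 20 µM as positive · Buffer or medium – Tris/MgCl2 kinase buffer · Measure – Luminescence-derived activity versus plate DMSO and GW8510 wells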
KLF5 inhibitor = inhibitors of KLF5 expression | DLD-1 KLF5 promoter-luciferase reporter, luminescence | inhibition, % at 5 µM | 0.23% of 290,000 active;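 active means inhibition above a per-plate limit of that plate's mean compound inhibition plus 3 SD, cut at about 60% in these data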;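 further: 0% = DMSO wells and 100% = LY294002 at 200 µM; higher means less KLF5 promoter-driven luciferase light; inactives centre near -14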
aSyn UTR inh = MLPCN primary screen, SNCA 5' untranslated region | inhibition, % (tested at 7.5 µM) | 0.82% of 300,000 active | AID 1813 | alpha-synuclein 5'UTR reporter, inhibitor activity; in the data active means inhibition above about 60%;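 further: H4 neuroglioblastoma cells stably carrying SNCA 5'UTR luciferase fusion; 0% = DMSO wells and 100% = positive control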
An asterisk follows results filed as active; x = not tested or not shown. Some of the compounds tested; the hit share may differ from the screen's.

Molecule	AI-2 QS mod	HIF activator	HSF1 inh	GSK3B inh	aSyn UTR inh	HSP90 refold inh	GSK3A inh	IEC-6 cytotox	KLF5 inhibitor	HSF-1 act
COc1ccc(CN2C(=O)NC(=O)/C(=C/c3ccoc3)C2=O)cc1	19	0.2	-10	0	-14	-1	-15	-4	7	-1
O=Cc1cn(Cc2c(F)cccc2Cl)nc1-c1ccccc1	12	2.0	25	0	-57	x	-2	x	x	33
COC(=O)C(O)(c1ccc(N(C)S(=O)(=O)c2ccccc2)cc1)C(F)(F)F (stereo not given)	34	-0.6	4	2	-16	4	4	4	-24	14
O=c1cccc2n1CC1CC2CN(c2ncnc3c2cnn3-c2ccc(Cl)cc2)C1 (stereo not given)	18	0.7	17	-6	-25	x	-1	x	x	45
CN(C)P1(N(C)C)=Nc2c(c(N)nn2C)C(c2ccccc2)=N1	17	0.3	-4	0	-22	0	5	5	2	5
O=C(COC(=O)Cc1ccccc1)Nc1nnc(-c2ccccc2)o1	-49	-0.3	-3	4	2	x	-2	x	x	4
CC(=O)OC1C2CCC1C(N1CCCCC1)CC2 (stereo not given)	25	-0.4	1	-1	-8	-1	-1	3	9	-3
O=c1[nH]c(=S)n(-c2ccc(Cl)cc2)c(O)c1/C=N/N1CCOCC1	17	x	x	-1	x	-2	3	-5	-5	x
CCC(=NCc1ccco1)c1c(O)n(-c2ccc(Cl)cc2)c(=O)[nH]c1=O	2	x	x	-24	x	3	-1	1	-6	x
CCCn1cc(CN2CCCC(C(=O)c3cccc(OC)c3)C2)c(C)n1 (stereo not given)	13	-0.3	-5	0	0	8	x	6	-16	4
O=c1[nH]c(O)c(/C=C2/C=CC(c3cc(Cl)ccc3Cl)=N2)c(=O)[nH]1	28	-0.1	0	-4	-56	-2	0	-6	-2	2
CCc1ccc(N2C(=O)CC(=O)NC2=O)cc1	9	0.0	-8	1	-12	0	-1	5	-50	-3
CCN(CC)CCN/N=C(\C)c1c(O)[nH]c(=O)[nH]c1=O	10	0.1	-5	-1	-2	-3	1	3	-8	-2
COc1ccc(C2C([N+](=O)[O-])=C(N)Oc3c2c(=O)oc2ccccc32)cc1 (stereo not given)	20	0.1	9	2	-23	0	1	9	-13	33
CC(=O)N1N=C2C3CCN(CC3)C2C1c1ccc(Br)cc1 (stereo not given)	13	0.3	-9	-2	-9	1	-3	-6	-17	3
COc1cccc(O)c1CN1CCCC(C(=O)c2ccccc2SC)C1 (stereo not given)	35	0.1	-7	-1	40	-3	-1	-6	-7	-5
Cc1ccc(-c2cc(-c3ccc(C)cc3)[n+](-c3ccccc3)c(-c3ccc(C)cc3)c2)cc1	-8	-1.2	2	-1	76*	x	5	x	x	5
CC(C)OP(=O)(OC(C)C)C(NCc1ccccc1)c1ccccc1 (stereo not given)	26	-0.6	7	7	-8	0	-3	3	-39	11
COc1ccc2c(C)c(CCC(=O)N3C[C@H]4C[C@@H](C3)c3cccc(=O)n3C4)c(=O)oc2c1	5	0.2	-5	1	8	1	-3	6	5	-6
O=C(NC(C(Cl)Cl)N1CCOCC1)c1ccccc1 (stereo not given)	16	-0.2	-8	2	-32	2	x	1	-4	-6
CCn1c(O)c(/C=N/NC(=O)c2ccccc2)c(=O)n(CC)c1=S	56	4.3	5	0	-18	1	-1	7	0	10
Cc1cccc(OC(=O)N2CCOCC2)c1	32	-0.4	x	-2	5	5	x	1	-8	x
CCCCC(=O)N/N=C/c1c(O)n(CCc2ccc(OC)c(OC)c2)c(=O)[nH]c1=O	18	-0.2	-4	-2	-1	-5	-3	6	-8	5
N#C/C(=C(/O)c1ccc(S(=O)(=O)N(CCCl)CCCl)cc1)c1nc2ccccc2[nH]1	16	0.5	-5	3	-22	-2	5	0	-31	1
Cc1ccc(C)c(OCC(=O)N2CCCN(C)CC2)c1	48	0.2	-3	3	-9	-2	-55	-3	-18	-14
O=c1cccc2n1CC1CC2CN(Cc2c(Cl)cccc2Cl)C1 (stereo not given)	17	-0.7	28	-3	9	0	0	6	9	41
CCC(=NCc1cc(OC)cc(OC)c1)c1c(O)[nH]c(=O)[nH]c1=O	13	66*	0	-4	32	-4	23	-3	-5	-6
Cc1c(NC(NC(=O)CF)C(Cl)(Cl)Cl)c(=O)n(-c2ccccc2)n1C (stereo not given)	12	-0.5	-10	1	16	0	0	0	-5	-1
Cc1cccc(-n2c(-c3ccco3)nc3ccccc3c2=O)c1C	7	-0.1	6	3	-1	2	2	3	14	23
O=C(CN1CC=C(c2ccccc2)CC1)Nc1c(Cl)cccc1Cl	13	0.3	-3	2	21	-1	0	-5	8	-11
COc1cc(OC)cc(C(=O)NC(=S)N2C[C@H]3C[C@H](C2)c2cccc(=O)n2C3)c1	4	-0.3	1	0	6	-2	-3	-5	-1	-9
Clc1ccc(Cn2ccnc2)cn1	7	-0.5	-2	-3	18	0	-3	-3	-19	-4
CCc1cc2c(s1)N(CC(=O)OC)C(=O)CN=C2c1ccccc1OC	15	0.5	-5	2	-6	2	3	-3	9	4
Cc1cccc(OCC(=O)N2CCN(Cc3cccnc3)CC2)c1	-6	-0.3	-16	-2	-38	-1	-7	-6	-35	-32
Cc1nccc2c1[nH]c1ccc(Br)cc12	6	1.4	0	0	17	x	-2	x	x	2
COc1ccc(N2C(=O)/C(=C/C=C/c3ccccc3[N+](=O)[O-])C(=O)NC2=S)cc1	28	-0.1	-7	4	-36	1	x	0	-15	-4
CCOc1ccc([N+](=O)[O-])cc1CNCCc1ccccc1	12	0.6	-2	5	-26	3	1	-3	-22	-2
Cc1nn(Cc2ccccc2)c(C)c1C=C1C(=O)NC(=S)NC1=O	-1	0.3	-1	0	-3	3	-2	-4	-4	-4
COC(=O)CC1NC2CCCCC2NC1=O (stereo not given)	22	-0.1	-3	5	19	1	1	-3	8	5
Cc1ccc(C(=O)c2cc(Br)ccc2N)cc1	12	4.5	25	0	-53	4	8	8	-14	12
O=c1c2ccccc2nc(/C=C/c2ccc3c(c2)OCO3)n1-c1cccc(O)c1	7	0.4	11	0	12	-2	0	5	4	15
Cn1cc(NC(=O)CCl)cn1	11	-0.6	-1	2	-58	-2	0	3	11	-14
Cc1cc(C)c(-n2c(O)c(/C=N/NC(=O)c3ccncc3)c(=O)[nH]c2=O)c(C)c1	4	-0.2	-1	3	-15	1	0	-1	5	5
CCC1(c2ccccc2)C(=O)N(COC)C(=O)N(COC)C1=O	15	-0.4	-2	4	4	-1	x	0	-3	10
C=CCn1c(O)c(C(CC)=Nc2ccc(NC(C)=O)cc2)c(=O)[nH]c1=O	8	0.1	2	-1	-2	-4	-1	-6	-1	14
O=C(NCCO)c1nsnc1NCCCl	7	0.2	x	-8	12	0	5	-1	-34	x
O=C(Nc1ccccc1)N1CCC2(CC1)OCCO2	-3	-0.1	4	0	-35	-1	-3	0	-23	17
CCN1C[C@]2(CO)CC[C@H](OC)[C@@]34C5C[C@H]6[C@H](OC)C5[C@](O)(C[C@H]6OC)[C@@H](C(OC)C23)[C@@H]14 (stereo not given in full)	10	0.0	-6	0	-8	x	-2	x	x	-2
CCC(=NCc1ccc2c(c1)OCO2)c1c(O)n(C)c(=O)n(C)c1=O	23	0.0	-8	-1	2	-1	-1	4	-11	0
N#Cc1ccc(Cn2cc(C=O)c3ccccc32)cc1	8	-0.6	-4	0	50	-3	0	3	-13	4
CC(N)Cc1c[nH]c2ccc(Cl)cc12 (stereo not given)	10	-0.4	-1	3	3	0	-1	2	-14	3
CCC(=O)OC1(Cc2ccc(CC)cc2)CC(C)N(C)CC1C (stereo not given)	28	0.4	0	-2	-49	5	1	5	-13	-19
CC(=O)O[C@H]1C(=O)[C@@]2(C)C([C@H](OC(=O)c3ccccc3)[C@]3(O)C[C@H](OC(=O)[C@H](O)[C@@H](NC(=O)Cc4ccccc4)c4ccccc4)C(C)=C1C3(C)C)[C@]1(OC(C)=O)CO[C@@H]1C[C@@H]2O (stereo not given in full)	14	0.4	2	5	93*	0	-2	91*	54	-2
COc1ccc(N=Cc2c(O)n(C)c(=O)[nH]c2=O)cc1	23	0.8	0	2	-20	-4	0	-3	0	0
CC1C(c2cccs2)=[N+]([O-])C(C)(C(=O)c2ccc(Cl)cc2)N1O (stereo not given)	10	-0.4	-1	4	0	1	-4	-5	-21	2
CC(C)Oc1ccc(Cc2c(O)[nH]c(=O)[nH]c2=O)cc1	21	x	-9	-4	8	0	-2	-3	-39	18
N#CCCn1cc(C(=O)Nc2ccccc2Br)c(-c2ccc3c(c2)OCCO3)n1	21	-0.4	-7	-3	11	-2	-1	2	-7	8
Cc1cc(C=C2C(=O)N(C)C(=S)N(C)C2=O)c(C)n1-c1ccncc1	-3	-0.1	-16	-1	-10	4	1	2	-15	-16
COc1ccc(C2SCC(=O)Nc3c2c(C)nn3C2CCOC(C)(C)C2)cc1OC (stereo not given)	8	0.0	-3	1	2	-1	5	2	7	-4
